Compound activity as filed in PubChem BioAssay.
PTHR1 ag: PTHR1 (human) receptor agonism. Q03431. HEK293 GP2 PTHR1 cells, GloSensor cAMP luminescence, 1 h. Potency, µM (top dose mostly 115 µM), for inactives: at the highest dose activation, most hits filed as activators. hit rate 0.075% among 410,000. AID 743266; active = well fitted activation curve with a large enough effect; inconclusive = small, poorly fitted or top-dose-only effect, or another doubt; inactive = no such curve, though single readings can be large or run the other way; note: potency is the fitted concentration of half-maximal effect; nearly all actives have a fitted effect of over 55% in size; some results filed as inactive show a strong effect at the top dose; inactives centre near -15; many of its hits are not listed in these tables
Target sequence (Q03431 whole entry, looked up): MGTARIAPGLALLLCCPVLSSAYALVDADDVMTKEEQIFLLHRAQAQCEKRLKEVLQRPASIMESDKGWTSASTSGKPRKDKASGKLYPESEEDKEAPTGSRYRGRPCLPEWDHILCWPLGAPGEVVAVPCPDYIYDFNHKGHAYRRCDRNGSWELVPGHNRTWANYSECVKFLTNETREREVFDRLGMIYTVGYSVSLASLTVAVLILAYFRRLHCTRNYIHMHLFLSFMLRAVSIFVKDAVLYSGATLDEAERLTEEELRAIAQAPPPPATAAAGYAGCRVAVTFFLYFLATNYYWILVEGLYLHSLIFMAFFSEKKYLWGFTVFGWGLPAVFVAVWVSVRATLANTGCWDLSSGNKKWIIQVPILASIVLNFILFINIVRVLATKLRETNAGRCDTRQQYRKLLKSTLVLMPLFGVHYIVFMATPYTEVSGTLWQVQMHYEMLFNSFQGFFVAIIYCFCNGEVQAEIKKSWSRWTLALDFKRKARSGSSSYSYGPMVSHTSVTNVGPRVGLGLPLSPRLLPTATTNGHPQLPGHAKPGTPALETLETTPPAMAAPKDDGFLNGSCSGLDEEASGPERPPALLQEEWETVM
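HEK-293-derived GP2 cells expressing PTHR1 and a GloSensor cAMP reporter, 3,000/well, plated overnight, given luciferin plus IBMX (each 0.5 mM as added) for 1 h at 37 °C, then compound for 1 h at 37 °C. Luminescence was read after 15 min at room temperature.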
DRD3 agonist: activates the human D3 dopamine receptor; P35462; D3R DiscoveRx beta-arrestin cells, luminescence, 90 min; max activation, %; hit rate 0.58% among 410,000; in the data active = max activation above about 30%; note: 0% is about no effect; mostly tested at two doses, the higher about 12 µM
Target sequence (P35462 whole entry, looked up): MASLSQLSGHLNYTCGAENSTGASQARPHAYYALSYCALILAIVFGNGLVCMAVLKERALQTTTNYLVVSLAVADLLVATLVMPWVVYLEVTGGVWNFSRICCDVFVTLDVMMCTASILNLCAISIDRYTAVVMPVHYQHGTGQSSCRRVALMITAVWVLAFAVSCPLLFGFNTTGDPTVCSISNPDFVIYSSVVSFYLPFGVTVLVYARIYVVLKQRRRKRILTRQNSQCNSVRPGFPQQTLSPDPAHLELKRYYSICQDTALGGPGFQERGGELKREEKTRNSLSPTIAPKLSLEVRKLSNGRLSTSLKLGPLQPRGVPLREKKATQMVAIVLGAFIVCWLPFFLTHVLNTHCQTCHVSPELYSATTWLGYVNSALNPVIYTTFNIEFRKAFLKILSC
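Agonist-mode cell screen: cells plated at 1500/well and incubated overnight at 37 °C, then exposed to library compounds for 90 min at 37 °C. Detection reagent was added for 30–60 min at room temperature, and luminescence was read.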
Numbers without * were called inactive; i = inactive; ? = inconclusive; [ ] = remark or other dose. These rows are one share of the data; count on the stated rates, not on these rows.

Start of the listing, in advance, 3 compounds:
SMILES	PTHR1 ag	DRD3 agonist
Cc1cccc(OC(=O)CSc2nnc(-c3cccs3)o2)c1C	-14%	8
Cc1c(Cl)cccc1NC(=O)CNS(=O)(=O)c1cccs1	-4%	0
CCc1ccccc1NC(=O)Cn1cc(S(=O)(=O)N2CCCC2)c(S(=O)(=O)N2CCCC2)c1	i	3

The listing, from the start:
SMILES	PTHR1 ag	DRD3 agonist
Cc1cccc(OC(=O)CSc2nnc(-c3cccs3)o2)c1C	-14%	8
Cc1c(Cl)cccc1NC(=O)CNS(=O)(=O)c1cccs1	-4%	0
CCc1ccccc1NC(=O)Cn1cc(S(=O)(=O)N2CCCC2)c(S(=O)(=O)N2CCCC2)c1	i	3
CCC(=O)N1c2ccccc2CC1C(=O)NCCc1ccc(SC)cc1 (stereo unspecified)	-29%	-23
CCOc1ccccc1N(C)C(=O)Cn1cnc2sc(C)c(S(=O)(=O)N3CCC(C)CC3)c2c1=O	i	-5
CC(=O)OCc1cnc(C)c2oc(=O)c(C(=O)Nc3cc(F)ccc3C)cc12	-12%	4
CCCSc1nnc2c(n1)OC(c1sccc1C)Nc1ccccc1-2 (stereo unspecified)	-32%[inhibitor]	5
COc1cc(NC(=O)c2nnn(Cc3ccc(F)cc3)c2N)cc(OC)c1	-22%	-8
CCn1c2ccccc2c2nnc(N3CCN(c4ccc(OC)cc4)CC3)nc21	-20%	2
Cc1ccccc1NC(=O)CSc1nnc(COc2ccc(Cl)cc2)o1	i	0
O=C(NCc1ccc2c(c1)OCO2)c1ccc2c(c1)N(Cc1ccccc1)C(=O)c1ccccc1S2=O (stereo unspecified)	-19%	-14
O=C(Cn1nc(Cc2cccnc2)c2ccccc2c1=O)Nc1cccc(C(F)(F)F)c1	-67%[inhibitor]	12
COC(=O)c1ccc(NC(=O)CC2C(=O)N(c3ccccc3)C(=O)N2Cc2cccs2)cc1 (stereo unspecified)	i	7
Cc1ccc(CCNC(=O)c2ccc3c(c2)nc2n3CCOC2)cc1	i	3
COc1cccc(-n2c(SCc3ccccc3C)nc3c([nH]c4ccccc43)c2=O)c1	-11%	1
COCCCNC(=O)CSC1=Nc2ccccc2C2=NC(CCC(=O)NCc3ccccc3OC)C(=O)N12 (stereo unspecified)	-43%[inhibitor]	-15
CCCn1c2ccccc2c2cnn(CC(=O)N3CCN(c4ccccc4)CC3)c(=O)c21	-30%	11
CCCc1cc(=O)n2[nH]c(NCc3ccc(CC)cc3)nc2n1	-21%	-4
COc1ccc(Cl)cc1C1CC(=O)Nc2cc3c(cc21)OCCO3 (stereo unspecified)	i	-13
Cc1ccc(CNc2cc(C)nc3nc(-c4ccc(C)cc4)nn23)cc1	-2%	6
CCc1ccc(C(=O)c2cnc3ccc(C)cc3c2S(=O)(=O)c2ccc(OC)cc2)cc1	-61%[inhibitor]	-9
CCc1cccc(C)c1NS(=O)(=O)c1c(C(=O)N2CCC(C)CC2)c(C)n(C)c1C	-11%	-4
Cc1nn(-c2ccccc2)c(OC(=O)c2ccc(Cl)cc2)c1S(=O)(=O)c1ccccc1	-14%	0
COc1ccc(-c2noc(CSc3nnc(C)n3-c3ccc(OC)cc3)n2)cc1	i	7
Cc1ccccc1Cn1c(CCCNC(=O)C2CCCCC2)nc2ccccc21	i	-18
Cc1ccc2[nH]c3c(=O)n(CC(=O)N4CCN(c5ccccc5F)CC4)ncc3c2c1	i	1
O=C(NCc1ccco1)C1CCN(C(=O)N2CCOc3ccccc32)CC1	i	1
O=C(Cn1ncn2nc(-c3cccs3)cc2c1=O)NCc1cccc(Br)c1	-12%	5
Cc1ccc(Cn2c(CCNC(=O)c3cccc(C)c3)nc3ccccc32)cc1	-39%[inhibitor]	-13
Cc1ccc(C(=O)Nc2nnc(S(=O)(=O)N3CCCc4ccccc43)s2)cc1	-78%[inhibitor]	-7
Cc1cc(C)c(NC(=O)c2cc(S(=O)(=O)NCCC3=CCCCC3)ccc2F)c(C)c1	-12%	8
O=C(Cn1c(=O)n(Cc2ccccc2)c(=O)c2oc3ccccc3c21)Nc1ccc(Cl)cc1	-3%	0
Cc1oc2c(c(C)cc3oc(=O)c(CC(=O)NCCc4ccc(Cl)cc4)c(C)c32)c1C	-19%	-8
CCCCCSc1nc2sc3c(c2c(=O)n1-c1ccc(OC)cc1)CCN(C(C)=O)C3	-44%[inhibitor]	-5
Cc1nn(CC(=O)NC2CC2)c(=O)c2cc3cc(F)ccc3n12	-13%	3
CCN(CCN(C)C)C(=O)Cn1ncc2c([nH]c3ccc(C)cc32)c1=O	i	5
COc1cccc2cc(C(=O)N3CCN(c4cc(C)ccc4C)CC3)c(=O)oc12	i	4
Cc1ccccc1NC(=O)CN(C)S(=O)(=O)c1cccc2nsnc12	i	-3
Cc1nc2c(c(C)nn2C(C)(C)C)c(C)c1CCC(=O)Nc1ccc(Br)cc1Br	i	3
Cc1cccc(NC(=O)CSc2nc3c(oc4ccccc43)c(=O)n2-c2ccccc2)c1C	-10%	0
CCCc1nn2c(=O)cc(COC(=O)c3ccccc3NC(=O)COc3ccccc3F)nc2s1	-34%	-5
Cc1ccc(Cn2ccn(Cc3ccccc3C)c(=O)c2=O)cc1	i	-15
O=C(COCc1cc(-c2ccc(F)cc2)on1)Nc1cccc(Cl)c1Cl	-15%	0
CCc1ccc(C2=NN(CCC(=O)NCCc3ccc(OC)c(OC)c3)C(=O)CC2)cc1	i	6
COc1ccc(-n2nc(C(=O)N3CCN(c4ccccc4OC)CC3)c3c4ccccc4n(C)c3c2=O)cc1	i	7

Sorted by molecular weight (rising): part of the list above
SMILES	PTHR1 ag	DRD3 agonist
Cc1ccc(Cn2ccn(Cc3ccccc3C)c(=O)c2=O)cc1	i	-15
CCN(CCN(C)C)C(=O)Cn1ncc2c([nH]c3ccc(C)cc32)c1=O	i	5
Cc1nc2c(c(C)nn2C(C)(C)C)c(C)c1CCC(=O)Nc1ccc(Br)cc1Br	i	3

Continued.
SMILES	PTHR1 ag	DRD3 agonist
COc1ccccc1NC(=O)c1oc2ccccc2c1NC(=O)Cc1ccccc1	i	-1
Cc1cc(O)c(CN2CCN(c3ccccc3)CC2)c2oc(=O)cc(C)c12	i	-5
CCOC(=O)Cn1c(=O)oc2cc(S(=O)(=O)N3CCN(c4ccc(F)cc4)CC3)ccc21	11%	-20
Cc1ccc(CNC(=O)CCc2c(C)nc3nc(C)nn3c2C)cc1	-61%[inhibitor]	2
COc1cccc(OC)c1C(=O)Nc1cccc(-c2cn3ccsc3n2)c1	i	-7
COc1ccc(N2CCN(C(=O)c3cc(NS(=O)(=O)c4ccc(F)cc4)ccn3)CC2)cc1	-19%	8
CC(C)(C)OC(=O)N1CCC(c2c(C(=O)N3CCN(C(=O)c4ccco4)CC3)cnn2-c2ccc(Cl)cc2)CC1	-25%	-7
CCOC(=O)c1[nH]c(C)c(CCC(=O)NCc2cccc(C)c2)c1C	-18%	-18
CCOc1ccc(NC(=O)CSc2nnc3scc(-c4ccc(Cl)cc4)n23)cc1	-6%	8
Cc1ccc(C(=O)N2CCN(Cc3cc(=O)n4nc(-c5ccccc5)sc4n3)CC2)cc1	-16%	-4
Cc1oc(C)c2c(=O)cc(-c3ccc4c(c3)OCO4)cc(OC(=O)c3cccc(Cl)c3)c12	?	-2
N#Cc1ccccc1NC(=O)CSc1ncn[nH]1	-18%	-16
CCc1ccc(NC(=O)Cn2nc(C(F)(F)F)c3c2CCCC3)cc1	i	5
CCCc1cc(C(=O)Nc2c(C)nn(Cc3ccc(Cl)c(Cl)c3)c2C)no1	-46%[inhibitor]	13
CCc1noc(-c2ccc(NC(C)c3ccccc3)c([N+](=O)[O-])c2)n1 (stereo unspecified)	-18%	-12
CNC(=O)c1cc2n(n1)CCCN(Cc1ccc(F)cc1)C2=O	-16%	2
CCCOc1ccc(C2C(=O)N(C3CCCCC3)CC(=O)N2C2CCCCC2)cc1OC (stereo unspecified)	i	-11
CCOc1ccc(C2c3[nH]c4ccccc4c3CCN2C(=O)CSc2ccccc2)cc1 (stereo unspecified)	28%	-12
CCOC(=O)c1ccc(NC(=O)CSc2ccc3ccccc3n2)cc1	-19%	-3
COc1ccc(C2c3cccn3CCN2S(=O)(=O)c2ccccc2[N+](=O)[O-])cc1OC (stereo unspecified)	-21%	-4
Cc1cccc(-c2nc3scc(CCNS(=O)(=O)c4ccc5c(c4)OCCO5)n3n2)c1	-28%	10
COc1ccc(C)cc1NC(=O)C1CCN(S(=O)(=O)c2ccc3[nH]c(=O)oc3c2)CC1	i	5
COc1ccc(C(=O)NCc2nnc(SCC(=O)Nc3ccccc3)n2-c2ccc(F)cc2)cc1	-24%	-7
Cc1ccc(N2C(=O)c3[nH]nc(-c4ccc(Cl)cc4)c3C2c2ccc(F)cc2)cc1 (stereo unspecified)	-18%	5
Cc1nc2cc(-c3ccccc3)nn2c(C)c1CCC(=O)N1CCN(c2ccc(F)cc2)CC1	-28%	-4
Oc1ccccc1-c1nc(/C=C/c2ccc(F)cc2)nn1-c1ccccc1	-11%	2
Cc1cccc(CN2C(=O)c3ccccc3Sc3ccc(C(=O)N4CCCC4)cc32)c1	-84%[inhibitor]	-21
Cc1ccc(O)c(NC(=O)c2cc(-c3ccc(F)cc3)no2)c1	i	1
COc1ccc(-n2ncc3c(NCCC4=CCCCC4)ncnc32)cc1	-6%	-7
Cc1ccc(C)c(N2CCN(C(=O)Cn3cnc4sc(C)c(S(=O)(=O)N5CCN(c6ncccn6)CC5)c4c3=O)CC2)c1	-36%[inhibitor]	-16
CCCOc1ccc(Nc2cc(C)nc(C)n2)cc1	i	10
CN(C)c1ccc(CNC(=O)CCn2cccn2)cc1	-31%[inhibitor]	4
O=C(O)CCc1ccc(-c2ccc(Cl)cc2)n1-c1cccc(C(F)(F)F)c1	-33%[inhibitor]	-3
O=C(O)CCCNc1cc(N2CCN(C3CCCCC3)CC2)c2noc3c2c1C(=O)c1ccccc1-3	-20%	-13
CCCSc1ncc(Cl)c(C(=O)Nc2c(C(=O)c3ccc(F)cc3)oc3ccccc23)n1	i	0
Cc1ccc(CN2CCN(C3CCN(C(=O)OC(C)(C)C)CC3)C(=O)C2=O)cc1	-1%	-5
COc1ccc(-n2c(=O)c3c(c4cc(OC)ccc4n3C)n(CCC(C)C)c2=O)cc1	-24%	-10
COc1ccc(NC(=O)c2ccco2)cc1NC(=O)c1cc(Br)ccc1Cl	-14%	-14
COc1cccc(NC(=O)C(=O)NCC(c2cccnc2)N2CCN(c3ccccc3)CC2)c1 (stereo unspecified)	-24%	3
Cc1ccc2nc(-c3cccc(NC(=O)c4cccc5c(Cl)cccc45)c3)oc2c1	21%	6
CCN(C(=O)CSc1nc2ccccc2n1Cc1cc(C)ccc1C)c1ccccc1	-13%	-11
COc1ccc(CCNC(=O)c2cc(=O)c3c(C)cc(C)cc3o2)cc1OC	-44%[inhibitor]	22
CCOc1ccc(-c2c(C)nn3c(C)c(C(=O)NCC(C)c4ccccc4)cnc23)cc1OCC (stereo unspecified)	-41%[inhibitor]	3
CCCCOc1ccccc1C(=O)N(Cc1sccc1C)C1CCS(=O)(=O)C1 (stereo unspecified)	i	-2
Cc1[nH]c2ccccc2c1C1(O)C(=O)N(Cc2ccccc2Cl)c2ccccc21 (stereo unspecified)	-44%	-4

Quoted at random: five compounds from above.
SMILES	PTHR1 ag	DRD3 agonist
Cc1ccc(Cn2c(CCNC(=O)c3cccc(C)c3)nc3ccccc32)cc1	-39%[inhibitor]	-13
CCCOc1ccc(C2C(=O)N(C3CCCCC3)CC(=O)N2C2CCCCC2)cc1OC (stereo unspecified)	i	-11
CCCc1cc(=O)n2[nH]c(NCc3ccc(CC)cc3)nc2n1	-21%	-4
CCc1ccccc1NC(=O)Cn1cc(S(=O)(=O)N2CCCC2)c(S(=O)(=O)N2CCCC2)c1	i	3
Cc1nn(CC(=O)NC2CC2)c(=O)c2cc3cc(F)ccc3n12	-13%	3

The listing continues:
SMILES	PTHR1 ag	DRD3 agonist
O=C(Cc1ccccc1)Nc1sc2c(c1C(=O)Nc1cccc(Cl)c1)CCCCC2	i	1
Cc1ccc(C)c(Cn2nc(C)n3c(cc4cc(C)ccc43)c2=O)c1	-23%	2
CCc1ccc(NC(=O)C2CCCN(S(=O)(=O)c3ccc(F)cc3)C2)cc1 (stereo unspecified)	-41%[inhibitor]	2
CC1CN(C(=O)Nc2ccc(C(=O)NCCc3ccccc3)cc2)c2ccccc2S1 (stereo unspecified)	-8%	-6
Cc1ccc(-n2c3c(cc(-c4nc(-c5ccc(Cl)cc5)cs4)c2=O)C(=O)CC(C)(C)C3)cc1	i	1
Cc1cccc(N2CCN(Cc3nnc(-c4ccccc4C)o3)CC2C)c1 (stereo unspecified)	i	-13
COCCNC(=O)Cn1c(=O)c2cccn2c2ccc(F)cc21	i	11

One compound at a time (already shown). Order of screens: PTHR1 ag	DRD3 agonist
O=C(Cc1ccccc1)Nc1sc2c(c1C(=O)Nc1cccc(Cl)c1)CCCCC2 is listed as i	1
CC1CN(C(=O)Nc2ccc(C(=O)NCCc3ccccc3)cc2)c2ccccc2S1 (stereo unspecified) is listed as -8%	-6
Cc1ccc(-n2c3c(cc(-c4nc(-c5ccc(Cl)cc5)cs4)c2=O)C(=O)CC(C)(C)C3)cc1 is listed as i	1
